EPAC2 agonist: qHTS for Agonist of cAMP-regulated guanine nucleotide exchange factor 4 (EPAC2): primary screen | EPAC2 activation, biochemical qHTS; response scale: 100% = 6.5 mM cAMP response | Potency, µM (series often up to 154 µM), without a hit: at the highest dose activation, actives largely listed as activators | 0.079% of 360,000 active; note: potency is the fitted concentration of half-maximal effect; nearly all actives have a fitted effect of over 50% in size
Target sequence (Q8WZA2 whole entry, looked up): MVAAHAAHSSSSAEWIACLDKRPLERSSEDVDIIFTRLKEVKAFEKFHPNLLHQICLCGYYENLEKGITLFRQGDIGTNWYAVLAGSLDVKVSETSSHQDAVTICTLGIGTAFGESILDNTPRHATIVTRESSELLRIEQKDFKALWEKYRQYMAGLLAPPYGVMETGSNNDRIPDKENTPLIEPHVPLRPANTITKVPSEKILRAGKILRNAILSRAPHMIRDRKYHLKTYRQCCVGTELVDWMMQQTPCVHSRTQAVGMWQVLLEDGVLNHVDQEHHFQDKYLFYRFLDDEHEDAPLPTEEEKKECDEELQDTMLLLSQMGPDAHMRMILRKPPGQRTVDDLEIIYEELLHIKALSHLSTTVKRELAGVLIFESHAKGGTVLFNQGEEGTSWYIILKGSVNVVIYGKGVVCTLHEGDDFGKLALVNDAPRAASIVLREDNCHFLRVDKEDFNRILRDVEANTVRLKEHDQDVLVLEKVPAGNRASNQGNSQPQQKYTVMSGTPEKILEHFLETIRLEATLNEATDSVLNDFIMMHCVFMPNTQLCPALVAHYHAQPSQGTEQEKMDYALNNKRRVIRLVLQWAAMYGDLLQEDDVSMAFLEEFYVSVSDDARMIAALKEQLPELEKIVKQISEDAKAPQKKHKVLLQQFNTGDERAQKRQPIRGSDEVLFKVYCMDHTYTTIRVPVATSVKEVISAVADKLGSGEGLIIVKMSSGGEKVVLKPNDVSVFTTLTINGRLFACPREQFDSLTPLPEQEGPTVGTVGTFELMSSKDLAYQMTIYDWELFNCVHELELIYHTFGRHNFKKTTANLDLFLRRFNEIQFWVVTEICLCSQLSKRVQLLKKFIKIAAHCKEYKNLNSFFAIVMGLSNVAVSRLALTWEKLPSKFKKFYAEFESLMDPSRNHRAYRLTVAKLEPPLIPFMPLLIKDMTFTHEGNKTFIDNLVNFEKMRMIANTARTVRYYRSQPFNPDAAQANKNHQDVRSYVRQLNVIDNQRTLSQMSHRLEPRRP
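Guanine nucleotide exchange by EPAC2 is measured as reduced fluorescence of BODIPY-GDP once it is released from 250 nM Rap1B. Plates are read kinetically for 30 min at room temperature; results are scaled to 6.5 mM cAMP.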
Nrf2 inh: Nrf2 qHTS screen for inhibitors; A549 ARE-Fluc reporter, luciferase luminescence, 18-24 h; Potency, µM (doses to about 46 µM), for the others: at the top dose activity change, negative = inhibition, hits mostly inhibitors; 2.1% of 360,000 active; note: potency is the fitted concentration of half-maximal effect; % is set by controls: 0 for no effect and ±100 for the full control effect; nearly all actives have a fitted effect of over 60% in size
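Reporter: ARE-Fluc in A549. Exposure: 18-24 h, 37 °C, 5% CO2, 5% FBS OPTI-MEM. Readouts: fluorescent cytotoxicity (CellTiter-Fluor), then luminescent Nrf2 signal after BugLite.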
IL-2 act: qHTS of IL-2 Activators; IL-2 activation reporter assay, cell-based qHTS; stimulated with anti-CD3/CD4/CD28 beads; in transgenic mouse T cells; activation, % (series mostly up to about 46 µM); 0.065% of 360,000 active; in the data active = activation above about 50%; inconclusive = mostly about 30% to 49%; note: 0% is about no effect
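Readout: EGFP and DsRed signals by fluorescent plate cytometry. Unstimulated transgenic mouse T cells received compound 60 min before antibody-bead stimulation, then incubated 18 h at 37 degrees C.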
TGFb SMAD3 inh: qHTS for Inhibitors of TGF-b; HepG2 CAGA-GFP TGF-b/SMAD3 reporter, GFP fluorescence, 18 h; TGF-beta stimulated, 500 pg/mL final; 1.2% of 410,000 active; Potency, µM (series often up to 46.1 µM), for inactives: at the highest dose activity, negative = inhibition, hits mostly inhibitors; AID 588855, 2011; note: potency is the fitted concentration of half-maximal effect; % is set by controls: 0 for no effect and ±100 for the full control effect; nearly all actives have a fitted effect of over 65% in size
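Inhibition of TGF-beta-driven CAGA-GFP reporter expression in HEPG2 cells is measured by cellular GFP fluorescence after 18 h stimulation with 500 pg/mL recombinant TGF-beta in 1% FBS medium at 37 degrees C.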
S2 tox: Viability Counterscreen for Primary qHTS for Inhibitors of ATXN expression. S2 cells (HEK-293 line with an ATXN2-luciferase reporter) viability, CellTiter-Fluor protease fluorescence, 24 h. Potency, µM (highest dose often 56.7 µM), most hits filed as cytotoxic. 0.49% of 400,000 active. AID 651635, 2014; note: potency is the fitted concentration of half-maximal effect; nearly all actives have a fitted effect of over 40% in size
A549 viability: Nrf2 qHTS screen for inhibitors: counterscreen for cytotoxicity. A549 ARE-Fluc cells, CellTiter-Fluor viability, 18-24 h. Potency, µM (top dose mostly 46 µM), inactives show top-dose activity change, negative = cytotoxicity, hits mostly inhibitors. 0.16% of 390,000 active. AID 504648, 2011; note: potency is the fitted concentration of half-maximal effect; % is set by controls: 0 for no effect and ±100 for the full control effect
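Cytotoxicity counterscreen: CellTiter-Fluor fluorescence was measured in A549 ARE_Fluc cells after 18-24 h of compound exposure in a concentration series. The subsequent BugLite luminescent read reports ARE-luciferase activity.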
Nrf2 ARE act: qHTS of Nrf2 Activators | Potency, µM (top dose mostly 46.1 µM), without a hit: at the top dose activation, hits mostly activators | 0.31% of 410,000 active | AREc32 ARE-luciferase reporter (MCF7-derived line), luminescence, 24 h | AID 624171, 2012; note: potency is the fitted concentration of half-maximal effect; % of control where 0% means no effect; nearly all actives have a fitted effect of over 65% in size
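For detection, Steady-Glo was added and plates sat 30 min at RT; before that, AREc32_Fluc cells grown overnight in OPTI-MEM/5% FBS had been treated with 23 nL compound for 24 hr at 37 deg C.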
ATXN2 expr inh: Primary qHTS for Inhibitors of ATXN expression. 0.72% of 360,000 active. HEK-293 ATXN2-luciferase reporter, luminescence, 24 h. AID 1745845, 2022. Potency, µM (titrated, usually from 57 µM), for inactives: top-dose activity change, negative = inhibition, most hits filed as inhibitors; note: potency is the fitted concentration of half-maximal effect; % is set by controls: 0 for no effect and ±100 for the full control effect; nearly all actives have a fitted effect of over 55% in size
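ATXN2-luciferase reporter cells (luciferase flanked by upstream and downstream ATXN2 gene portions) were treated 24 h at 37 °C with compounds at up to 57 uM. SteadyGlo luminescence gave expression; GF-AFC fluorescence gave viability.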
HepG2 viability: qHTS for Inhibitors of TGF-b: Cytotox Counterscreen; HepG2 CAGA-GFP viability, ATP luminescence, 18 h; Potency, µM (highest dose often 46.1 µM), without a hit: top-dose activity change, negative = cytotoxicity, hits mostly cytotoxic; 0.76% of 410,000 active; note: potency is the fitted concentration of half-maximal effect; some results filed as inactive show a strong effect at the top dose
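HepG2 CAGA-GFP cells (1000/well, DMEM with 1% FBS) received compound, then TGF-beta at 500 pg/mL final, and were incubated 18 hours at 37 degrees C. Viability was read by CellTiter-Glo luminescence. Media-only wells were set as complete cell-killing and DMSO as no toxicity.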
Starred values were filed as active, the others as inactive; i = inactive; u = inconclusive; x = not tested or not shown; [ ] = another dose, or the depositor's remark. Unless noted, calls come from the whole dose curve; as a rule, active = well fitted curve in the direction sought with a large enough effect; inconclusive = small, poorly fitted or top-dose-only effect, or another doubt; inactive = no such curve, though single readings can be large; an effect the other way counts as inactive or inconclusive.

nr	smiles	EPAC2 agonist	Nrf2 inh	IL-2 act	TGFb SMAD3 inh	S2 tox	A549 viability	Nrf2 ARE act	ATXN2 expr inh	HepG2 viability
1	COc1cccc(NC(=O)Cn2c(=O)n(-c3cccc(OC)c3)c(=O)c3sc4ccccc4c32)c1	x	u	x	-7.8%	u	u	0.0%	-7.2%	-18.3%
2	NC(=O)c1ccsc1NC(=O)C1CCCN1S(=O)(=O)c1ccc(Cl)cc1 (stereo not given)	6.0%	-5.9%	-0.2	-31.3%	i	-7.6%	0.2%	14.3%	-17.5%
3	C[C@H]1COC(=O)[C@H](CC(=O)OC(C)(C)C)C/C=C\C[C@H](CC(=O)N(CCO)Cc2ccccc2)C(=O)N1	10.4%	-3.6%	-1.7	8.4%	i	1.4%	0.4%	8.2%	6.8%
4	COc1ccccc1OCC(=O)N(Cc1ccc(N(C)C)cc1)CC1CCCO1 (stereo not given)	x	-4.9%	x	-14.5%	x	-7.0%	5.5%	x	-3.5%
5	COc1cc(C(=O)NC2CCCc3c2cnn3-c2ccccc2F)cc(OC)c1OC (stereo not given)	8.3%	6.51µM*	-3.3	-12.9%	i	-13.8%	1.8%	-17.1%	-11.6%
6	CC(=O)NCCCc1nc2ccccc2n1Cc1ccc(C)cc1	3.0%	-7.0%	-2.0	9.7%	i	0.0%	-0.6%	3.3%	9.1%
7	CS(=O)(=O)n1nc(C(=O)N2CCOCC2)nc1N	5.5%	8.6%	-0.9	5.2%	i	-12.2%	0.9%	2.7%	14.0%
8	CC(=O)C(=Cc1ccc(O)cc1)C(C)=O	9.7%	0.7%	0.3	20.1%	i	5.9%	2.0%	x	0.5%
9	Cc1ccccc1OCC(=O)NCCS(=O)(=O)N1CCN(c2ccc(F)cc2)CC1	-0.6%	u	-6.6	-17.6%	i	0.3%	-0.2%	2.1%	-36.6%
10	Cn1c(CN2CCCCC2)c(C#N)c2ccccc21	9.4%	2.2%	-2.4	15.2%	i	10.2%	0.1%	-3.1%	-25.5%
11	Cc1cc(=O)[nH]c(N/N=C/c2ccc(O)c(O)c2)n1	8.1%	-0.6%	-2.6	2.3%	i	0.4%	0.2%	4.3%	-7.7%
12	Cc1cc(Cl)c(S(=O)(=O)N2CCCC2)cc1OCC(=O)NC1CCCCC1	-4.1%	7.31µM*	-1.9	u	i	x	-0.5%	-16.2%	-13.2%
13	Cc1ccc(C)c(CC(=O)N2CCCC(c3cc(C(=O)Nc4ccccc4Cl)no3)C2)c1 (stereo not given)	4.1%	x	0.3	u	i	x	4.0%	-30.2%	-17.1%
14	O=C(c1ccc(N2CCCCC2)c([N+](=O)[O-])c1)N1CCOCC1	-1.3%	3.9%	-3.0	0.0%	i	7.0%	-0.7%	-0.5%	-2.3%
15	CC12CCC(=O)N1C(C(=O)Nc1ccc(SC(F)F)cc1)CS2 (stereo not given)	-3.4%	0.8%	-0.5	14.3%	i	-1.5%	-0.1%	20.1%	-6.1%
16	CCOC(=O)C1CCCN(C(=O)CNC(=O)c2nn(-c3ccc(OC)c(Cl)c3)c(=O)c3ccccc23)C1 (stereo not given)	7.0%	-15.4%	-0.6	17.6%	u	-13.3%	1.8%	10.7%	-3.4%
17	C=COCCNC(=O)Nc1ccc(Cl)c(Cl)c1	5.1%	13.1%	-0.7	0.9%	i	-2.7%	1.4%	1.7%	11.5%
18	COc1ccc(NC(=O)CCCNC(=O)c2ccc(Cl)cc2)cc1OC	-0.6%	-0.7%	-1.1	-10.1%	i	-0.3%	-0.3%	1.7%	-3.1%
19	COc1ccc(NC(=O)NCc2ccccn2)c(OC)c1	5.7%	7.0%	-1.9	-9.2%	i	-3.8%	-0.3%	-1.9%	2.8%
20	CCCOc1cccc(C(=O)N(Cc2ccco2)C2CCS(=O)(=O)C2)c1 (stereo not given)	18.0%	-3.1%	0.9	3.4%	i	-0.1%	-0.3%	-5.3%	-5.9%
21	NC(Cc1ccc(C(F)(F)F)cc1)c1csc(Nc2cc(Oc3ccccc3)ncn2)n1 (stereo not given)	5.6%	x	-0.9	u	u	x	-4.0%	u	-89.0%
22	Cc1cc(C)n(CC(=O)N/N=C/c2c[nH]c3ccccc23)n1	-4.3%	0.1%	-0.1	1.7%	i	2.1%	3.6%	32.0%	7.3%
23	C[C@H](CO)N1C[C@H](C)[C@@H](CN(C)Cc2ccc(-c3ccccc3)cc2)Oc2c(NC(=O)Nc3ccc4c(c3)OCO4)cccc2C1=O	1.4%	u	0.2	3.1%	u	1.6%	4.2%	u	-9.3%
24	O=C(CCS(=O)(=O)c1cc(Br)cc2c1N(C(=O)C1CC1)CC2)N1CCN(c2ccc(F)cc2)CC1	x	-6.1%	x	-27.9%	i	4.6%	0.7%	-13.9%	5.5%
25	COc1ccc(S(=O)(=O)N(CCc2ccccc2)CC(=O)NCc2ccc(C)cc2)cc1	x	u	x	u	u	-17.3%	6.3%	-22.2%	-9.5%

Among those listed so far, 2 have two or more sulfur atoms.
nr	smiles	EPAC2 agonist	Nrf2 inh	IL-2 act	TGFb SMAD3 inh	S2 tox	A549 viability	Nrf2 ARE act	ATXN2 expr inh	HepG2 viability
2	NC(=O)c1ccsc1NC(=O)C1CCCN1S(=O)(=O)c1ccc(Cl)cc1 (stereo not given)	6.0%	-5.9%	-0.2	-31.3%	i	-7.6%	0.2%	14.3%	-17.5%
15	CC12CCC(=O)N1C(C(=O)Nc1ccc(SC(F)F)cc1)CS2 (stereo not given)	-3.4%	0.8%	-0.5	14.3%	i	-1.5%	-0.1%	20.1%	-6.1%

The list continues.
nr	smiles	EPAC2 agonist	Nrf2 inh	IL-2 act	TGFb SMAD3 inh	S2 tox	A549 viability	Nrf2 ARE act	ATXN2 expr inh	HepG2 viability
26	COCCn1c(=S)[nH]c2cc(C(=O)N3CCc4ccccc4C3)ccc2c1=O	-0.9%	u	-4.2	-6.0%	i	-8.1%	-0.4%	-13.9%	-41.4%
27	CCn1cc(C(=O)O)c(=O)c2cc(F)c(N3CCN(S(=O)(=O)c4ccc5c(c4)OCCO5)CC3)cc21	-2.9%	4.4%	0.1	u	i	-4.4%	-0.4%	-22.1%	2.9%
28	COC(=O)c1cn[nH]c1NC(=S)Nc1ccc(Cl)c(Cl)c1	0.0%	x	-1.1	-21.0%	i	-28.3%	0.9%	49.2%[activator]	-26.1%
29	Cc1ccc(NC(=O)CSc2nnc(C)c(=O)n2N)cc1	1.7%	-4.5%	-0.4	25.1%	i	-4.5%	1.9%	3.9%	9.1%
30	Cc1cc(Cl)ccc1OCC(=O)N1CCN(c2ncccn2)CC1	-0.6%	-2.6%	-3.6	-29.5%	i	4.2%	3.5%	-9.4%	-38.3%
31	Cn1c(=O)c2[nH]c(CNCc3ccccc3Cl)nc2n(C)c1=O	1.1%	-6.1%	-0.7	1.6%	i	-12.3%	0.3%	-13.9%	-13.2%
32	CCOC(=O)c1[nH]c2ccccc2c1NC(=S)Nc1cc(C)ccc1C	-10.5%	26.0%	-2.8	-6.5%	i	1.5%	21.0%	11.9%	-24.5%
33	O=c1c2[nH]cnc2n(-c2ccc(F)cc2)c(=O)n1Cc1ccccc1	11.6%	23.2%	-1.2	0.2%	i	0.4%	0.5%	-5.3%	-0.1%
34	COc1ccc(-c2noc(CN(C(=O)c3cc(OC)c(OC)cc3OC)C(C)C)n2)cc1	x	0.1%	x	u	i	2.0%	-0.4%	-11.8%	-16.4%
35	CCOC(=O)C1=C(C(C)=O)C(c2cccnc2)C(C#N)=C(N)O1 (stereo not given)	2.2%	u	0.2	-22.1%	i	-7.0%	-0.7%	4.5%	4.2%
36	CCC1(c2ccc(F)cc2)NC(=O)N(CC(=O)N2CC(=O)Nc3ccccc32)C1=O (stereo not given)	3.7%	-10.6%	-1.5	-4.1%	i	-15.5%	0.3%	2.7%	9.7%
37	Cc1ccccc1-c1nc(CS(=O)(=O)CC(=O)NC2CCCC2)c(C)o1	-6.1%	0.8%	0.0	-16.6%	i	-3.1%	-0.1%	x	-11.1%
38	COC(=O)c1cc(C(=O)Nc2nnc(CC(C)(C)C)s2)cc([N+](=O)[O-])c1	-8.8%	u	1.6	-6.0%	i	-7.1%	0.2%	-6.7%	-0.4%
39	COc1cccc(CC(=O)Nc2ccc(-c3nc4ccccc4s3)cc2Cl)c1	x	x	x	1.5%	i	-1.5%	0.0%	11.9%	-5.5%
40	CCCc1ccc(OCc2ccc(C(=O)N3CCSCC3)o2)cc1	-3.3%	u	-2.7	6.5%	i	-4.4%	0.2%	12.5%	-7.6%
41	COc1cc(CC(=O)O)ccc1OCc1ccccc1	3.6%	u	0.3	11.6%	i	2.7%	-0.1%	-4.5%	5.6%
42	CCOC(=O)c1ccc(N2C=C(C(=O)OC)C(c3cccc(O)c3)C(C(=O)OC)=C2)cc1	-8.8%	7.9%	-0.1	-0.8%	u	2.9%	-0.2%	x	-12.7%
43	Cc1ccc(OCc2nnc(SCc3ccc(C#N)cc3)n2-c2ccc(C)cc2)cc1	21.0%	18.4µM*	-3.7	u	i	u	5.3%	-24.3%	-32.4%

Compound profiles, as listed above:
Entry for CCCOc1cccc(C(=O)N(Cc2ccco2)C2CCS(=O)(=O)C2)c1 (stereo not given) → EPAC2 agonist: 18.0%; Nrf2 inh: -3.1%; IL-2 act: 0.9; TGFb SMAD3 inh: 3.4%; S2 tox: i; A549 viability: -0.1%; Nrf2 ARE act: -0.3%; ATXN2 expr inh: -5.3%; HepG2 viability: -5.9%
Entry for COc1ccccc1OCC(=O)N(Cc1ccc(N(C)C)cc1)CC1CCCO1 (stereo not given) → EPAC2 agonist: x; Nrf2 inh: -4.9%; IL-2 act: x; TGFb SMAD3 inh: -14.5%; S2 tox: x; A549 viability: -7.0%; Nrf2 ARE act: 5.5%; ATXN2 expr inh: x; HepG2 viability: -3.5%

Assay outcomes as filed in PubChem BioAssay.
